NCOA2 inhibitor: inhibits human steroid receptor coactivator 2. Q15596. HEK293 GAL4-SRC2 luciferase reporter, luminescence. inhibition, % at 9 µM. 370,000 compounds, 0.17% hits. AID 651957;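 active = inhibition above the mean inhibition of all tested compounds plus 3 SD, set per campaign, cut at about 52% in these data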;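 also: 0% = DMSO treated cells and 100% = cells given Gossypol at 36 µM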
TWEAK-Fn14 inh: blocks TWEAK-Fn14 interaction in a reporter cell assay; TWEAK-stimulated Fn14 reporter cells, luciferase luminescence, 8 h; inhibition, % at 10 µM; 360,000 compounds, 2% hits; AID 1159606; in the data active = inhibition above about 50%
NR2F2 inh: blocks human COUP-TFII nuclear receptor; inhibition, % at 8.6 µM; P24468; AID 686940; 370,000 compounds, 0.7% hits; HEK293T NGFI-A luciferase reporter, luminescence;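 active = inhibition above a per-plate cutoff, mean inhibition of test wells between control levels plus 3 SD, cut at about 38% in these data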;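 also: cells cotransfected with COUP-TFII expression vector driving the NGFI-A reporter; 0% = median of COUP-TF2 test wells and 100% = reporter-only cells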
EBV LMP1 NFkB: reduces LMP1-driven NF-kappaB luciferase signal; LMP1-induced NF-kappaB luciferase reporter cells, luminescence; inhibition, % at 12.5 µM; 350,000 compounds, 0.69% hits; AID 504558; in the data active = inhibition above about 41%;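 also: 0% = neutral control wells and 100% = reference inhibitor control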
TROY NFkB inh: blocks TROY-dependent signaling in reporter cells; Q293 LMP1-TROYcd NF-kB luciferase reporter, 4 h; inhibition, % at 10 µM; 360,000 compounds, 0.98% hits;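 active = compounds whose plate-normalised and pattern-corrected inhibition of the luciferase reporter signal at the single screening dose is 50% or more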
SRC1 inh: inhibitors of human steroid receptor coactivator 1 (SRC1) | inhibition, % at 3.6 µM | Q15788 | AID 588354 | 360,000 compounds, 0.12% hits | HEK293 GAL4-SRC1 luciferase reporter, luminescence;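 active = inhibition above the campaign mean plus 3 SD, with each screening campaign given its own cutoff, cut at about 60% in these data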;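 also: 0% = DMSO treated cells and 100% = gossypol at 36 µM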
Target sequence (Q15788 whole entry, looked up, the tested form may be a part): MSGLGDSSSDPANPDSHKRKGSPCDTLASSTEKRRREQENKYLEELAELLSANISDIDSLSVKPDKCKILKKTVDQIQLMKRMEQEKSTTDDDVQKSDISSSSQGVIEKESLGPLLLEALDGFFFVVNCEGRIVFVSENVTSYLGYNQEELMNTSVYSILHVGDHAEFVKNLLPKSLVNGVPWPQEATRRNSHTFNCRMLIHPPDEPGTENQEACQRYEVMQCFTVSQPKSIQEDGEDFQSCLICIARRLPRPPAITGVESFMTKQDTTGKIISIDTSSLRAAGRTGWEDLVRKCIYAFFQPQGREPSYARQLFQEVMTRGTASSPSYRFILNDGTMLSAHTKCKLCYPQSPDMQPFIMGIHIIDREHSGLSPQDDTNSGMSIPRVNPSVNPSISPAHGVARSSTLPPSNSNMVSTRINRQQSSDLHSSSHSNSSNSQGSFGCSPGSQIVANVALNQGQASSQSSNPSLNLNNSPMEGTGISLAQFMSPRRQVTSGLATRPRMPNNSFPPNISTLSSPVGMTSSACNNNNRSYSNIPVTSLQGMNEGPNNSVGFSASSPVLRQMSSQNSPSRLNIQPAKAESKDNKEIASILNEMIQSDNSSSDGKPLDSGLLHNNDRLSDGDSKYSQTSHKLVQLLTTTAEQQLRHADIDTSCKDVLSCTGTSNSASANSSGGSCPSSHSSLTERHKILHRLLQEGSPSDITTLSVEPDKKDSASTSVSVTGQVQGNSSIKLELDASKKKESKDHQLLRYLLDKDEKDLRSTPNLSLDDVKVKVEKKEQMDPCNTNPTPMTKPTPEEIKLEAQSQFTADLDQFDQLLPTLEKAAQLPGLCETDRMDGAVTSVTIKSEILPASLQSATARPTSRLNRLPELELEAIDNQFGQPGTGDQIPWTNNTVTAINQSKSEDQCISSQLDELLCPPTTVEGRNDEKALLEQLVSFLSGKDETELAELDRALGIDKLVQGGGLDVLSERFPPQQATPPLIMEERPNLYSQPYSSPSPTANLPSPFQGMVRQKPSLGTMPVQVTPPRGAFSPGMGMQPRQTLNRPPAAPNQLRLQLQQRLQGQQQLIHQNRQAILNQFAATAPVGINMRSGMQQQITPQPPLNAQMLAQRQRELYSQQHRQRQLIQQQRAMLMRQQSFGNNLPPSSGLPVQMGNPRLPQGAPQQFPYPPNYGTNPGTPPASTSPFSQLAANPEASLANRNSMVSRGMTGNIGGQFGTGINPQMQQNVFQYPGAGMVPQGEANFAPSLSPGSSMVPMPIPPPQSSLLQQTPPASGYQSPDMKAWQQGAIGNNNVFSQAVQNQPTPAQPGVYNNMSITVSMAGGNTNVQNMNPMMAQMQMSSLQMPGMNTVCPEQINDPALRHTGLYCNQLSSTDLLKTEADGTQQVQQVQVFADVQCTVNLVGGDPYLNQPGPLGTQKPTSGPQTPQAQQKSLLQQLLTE
CF NFkB inh: blocks PAF-induced NF-kB reporter in cystic fibrosis cells; KKLEB NF-kB-GFP reporter, GFP fluorescence overnight; inhibition, % at 5 µM; 360,000 compounds, 0.86% hits; AID 588850;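 active = at least 50% inhibition at 5 µM, scaled per plate between neutral and stimulator controls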;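 also: PAF is a Pseudomonas aeruginosa culture filtrate used as stimulus; plate controls were PAF-stimulated DMSO wells for no effect and unstimulated DMSO wells for full effect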
NCOA3 inh: inhibitors of human steroid receptor coactivator 3 (SRC3); Q9Y6Q9; HEK293 GAL4-SRC3 luciferase reporter, luminescence; inhibition, % at 3.6 µM; 360,000 compounds, 0.17% hits; AID 588352;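 active = inhibition above a per-campaign cutoff, the mean of all compounds plus 3 SD, cut at about 60% in these data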;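 also: 0% = DMSO-treated cells and 100% = gossypol-treated cells at 36 µM; higher means less SRC3-driven luciferase light from the GAL4 reporter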
NR5A2 inv ag: suppresses constitutive activity of human LRH-1 | O00482 | HEK293T StAR-luciferase reporter, LRH-1 transfected, 24 h | inhibition, % at 3.6 µM | 360,000 compounds, 0.13% hits;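 active = inhibition above the mean inhibition of all tested compounds plus 3 SD, cut at about 73% in these data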;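 also: 0% = DMSO wells and 100% = reporter-only cells lacking LRH-1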
TRAIL sens C8: caspase-8 TRAIL sensitization. NB7+C8 cells + TRAIL, ATPlite viability luminescence. inhibition (viability loss, TRAIL sensitization), % at 10 µM. 360,000 compounds, 1% hits. AID 624354;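 active = compounds causing at least 50% loss of cell viability in the single-dose screen, relative to plate controls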
KKLEB cytotox: counter-screen for CF NF-kB inhibitors: cytotoxicity; KKLEB CF airway cells viability, ATPlite luminescence, overnight; hits give low values; cells stimulated with P. aeruginosa culture filtrate; activity change (cytotoxicity), % at 5 µM; 360,000 compounds, 0.36% hits; AID 602141;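 active = corrected activity change at or below -50% at 5 µM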
An asterisk follows results filed as active; · = not tested or not shown.

SMILES | NCOA2 inhibitor | TWEAK-Fn14 inh | NR2F2 inh | EBV LMP1 NFkB | TROY NFkB inh | SRC1 inh | CF NFkB inh | NCOA3 inh | NR5A2 inv ag | TRAIL sens C8 | KKLEB cytotox
COc1ccc(NC(=O)c2cc3cc(C)ccc3n2C)c(OC)c1 | -26.9 | 4.0 | -36.1 | -6.7 | -9.0 | -1.4 | -9.3 | -8.3 | -8.4 | 13.4 | 4.4
CCCCCC(=O)Nc1ccc(S(=O)(=O)Nc2nccnc2OC)cc1 | · | 17.3 | · | 0.8 | 9.2 | -2.4 | -6.6 | 0.3 | 9.2 | -16.4 | -4.6
Cc1cc(=O)[nH]c(-c2ccccc2OC(F)(F)F)n1 | 3.3 | -10.4 | -11.5 | -4.5 | -4.6 | -4.7 | -3.2 | 17.6 | -13.8 | -6.1 | 2.8
O=C(CCN1C(=O)c2ccccc2S1(=O)=O)NCc1ccc(F)cc1 | -8.0 | 2.5 | 9.9 | 4.0 | -9.9 | -2.8 | -5.1 | 0.8 | -9.7 | -7.7 | -2.0
O=C(O)CN1C(=O)c2ccc(Oc3cccc4c3C(=O)N(CC(=O)O)C4=O)cc2C1=O | -23.3 | 6.5 | -6.7 | -6.0 | -0.4 | 18.1 | 8.2 | 14.4 | -2.8 | -14.5 | -0.8
CCCN(CC(=O)Nc1ccc(OC)c(OC)c1)CC(=O)Nc1ccc(F)c(F)c1F | 20.7 | -5.9 | 7.5 | 4.0 | -1.5 | -3.3 | 6.9 | -3.8 | -25.1 | 31.0 | 4.1
COc1cccc(N(CC(=O)NC2CCCCCC2)S(=O)(=O)c2ccccc2)c1 | -9.1 | -34.4 | 3.0 | 2.9 | -10.8 | 0.8 | 6.4 | 10.1 | -18.9 | -14.2 | -9.5
CC(=O)Oc1ccc(-c2cccc(C(=O)NCCO)c2)cc1 | -20.8 | 7.4 | 7.6 | 0.6 | -28.0 | -4.8 | -4.4 | 7.2 | 6.0 | -9.4 | 9.7
Cc1ccc(C)c(NC(=O)CN(C)C(=O)C2=NNC(=O)CC2)c1 | 11.1 | 12.1 | 1.8 | 4.7 | -19.3 | -2.2 | 16.6 | 8.0 | -20.2 | -12.4 | 7.6
O=S(=O)(Nc1nc2ccccc2nc1NCc1ccco1)c1cccs1 | -4.0 | 12.6 | 29.8 | 2.2 | -5.0 | -0.8 | -1.9 | 17.3 | 21.2 | 0.7 | 18.9
O=C1c2cc(Cl)ccc2OC2(CCNCC2)C12CC(c1ccc(Cl)cc1)=NO2 (stereo unspecified) | · | 6.9 | · | -10.1 | -0.4 | -9.2 | 12.1 | 8.6 | 3.8 | 11.0 | -11.2
CN(/N=C/C=C/c1ccccc1)C1=NS(=O)(=O)c2ccccc21 | 1.0 | -24.8 | 0.1 | 1.6 | -12.7 | 13.0 | 8.9 | 5.5 | -18.5 | -0.7 | -12.5
CC1C(=O)O[C@@H]2C[C@@H](C)[C@@H]3CCC(=O)[C@@]3(C)[C@@H](O)[C@H]12 (stereo partly specified) | 4.7 | 3.8 | -21.2 | 0.9 | -7.2 | -10.6 | -36.7 | 6.7 | 0.9 | -22.1 | 0.3
O=C(CSc1nc2ccccc2n1CC(=O)N1CCCC1)N1CCN(C(=O)c2ccco2)CC1 | -6.9 | 2.2 | -15.2 | -6.1 | 21.7 | -4.8 | -9.8 | 4.0 | 23.7 | 0.9 | 3.3
CCOc1ccc(CCN2C(=O)C(=O)N([C@@H](CC(C)C)CN3CCC[C@H]3CN3C(=O)C(=O)NC[C@@H]3CC(C)C)C[C@@H]2Cc2ccccc2)cc1 | 29.7 | 6.3 | -2.4 | · | 7.8 | · | · | · | 12.3 | 7.6 | ·
COc1cc(NC(=O)CSc2nc(C3CC3)nc3ccccc23)cc(OC)c1 | 17.9 | -3.6 | -0.1 | 20.2 | 14.5 | 7.9 | 41.7 | 4.1 | 13.0 | -4.8 | -32.1
COc1ccc(N2CCN(C(=O)[C@@H](NC(=O)c3cc(OC)cc(OC)c3)C(C)C)CC2)cc1 | 21.7 | 10.4 | 7.6 | 3.8 | 11.1 | 21.0 | 2.8 | 15.7 | 3.0 | 13.1 | -11.0
COC(=O)C1=C(C)C(c2cccs2)NC(=O)N1C (stereo unspecified) | 4.8 | -2.8 | -0.7 | 1.6 | -0.5 | -17.2 | -3.6 | -6.7 | 11.3 | -6.9 | 5.7
O=C(CCS(=O)(=O)c1cccc2nonc12)NCCc1ccccc1Cl | -30.0 | -8.6 | 4.5 | -29.3 | -5.3 | 2.5 | 3.0 | 5.4 | 0.1 | -13.6 | 10.4
COc1ccc(SC[C@H](Cc2ccccc2)N2CCN(CCc3ccccc3)CCC2=O)cc1 | 6.0 | 9.8 | 10.3 | -4.7 | -1.7 | -4.9 | -27.8 | -0.1 | -6.8 | 18.6 | 15.9
CC1(C(=O)Nc2ccc(Cl)cc2)Cc2c(-c3cccc(C(F)(F)F)c3)ccnc2O1 (stereo unspecified) | -28.6 | -2.1 | 4.2 | · | 3.1 | 4.0 | 2.4 | 3.6 | 1.9 | 6.8 | -0.9
O=C(O)C1=C[C@@H](c2csc3ccccc23)C[C@@H](OCc2ccc(CO)cc2)O1 | -8.2 | -3.8 | 8.5 | -2.0 | 8.1 | -17.4 | 6.3 | 6.9 | 2.2 | 11.1 | -10.3
CC(=O)c1ccc(NC(=O)c2ccc(N3CCCC3=O)cc2)cc1 | -10.9 | -14.9 | 2.5 | 1.4 | -6.5 | 2.6 | -38.7 | -13.9 | -13.9 | 8.0 | 10.5
Cc1nnc(SCC(=O)N2CCOCC2)s1 | -4.1 | 5.3 | 1.3 | 4.8 | 16.4 | 3.6 | 6.3 | -2.5 | 20.4 | 0.6 | -10.9
CCC1(c2ccc(Cl)cc2)NC(=O)N(CC(=O)N2CCN(C(=O)c3ccco3)CC2)C1=O (stereo unspecified) | 8.1 | -10.7 | -14.7 | -2.0 | 0.3 | -11.9 | 10.3 | -7.9 | -19.1 | 3.4 | 14.0
Following part.
SMILES | NCOA2 inhibitor | TWEAK-Fn14 inh | NR2F2 inh | EBV LMP1 NFkB | TROY NFkB inh | SRC1 inh | CF NFkB inh | NCOA3 inh | NR5A2 inv ag | TRAIL sens C8 | KKLEB cytotox
C=CCNC(=O)c1c(O)c2cccc3c2n(c1=O)CCC3 | -37.0 | -3.8 | 0.8 | -2.6 | 6.8 | 2.7 | -32.3 | -5.5 | 14.6 | 0.5 | 22.8
Cc1nc(-c2cccc(NC(=O)c3ccc(-n4cccn4)cc3)c2)cs1 | 8.0 | 24.8 | 24.7 | -4.4 | 3.7 | -10.5 | 27.9 | -6.2 | -35.7 | 9.5 | -12.3
COc1cccc(C(=O)Oc2cc(N)n(S(=O)(=O)c3ccc(C)cc3)n2)c1OC | 10.1 | -10.7 | -5.7 | 2.9 | 28.0 | -2.8 | 10.4 | -18.6 | 8.1 | -12.8 | 3.8
O=C(c1cccs1)N1CCN(C(=O)c2cn(-c3ccccc3)nc2-c2ccccc2)CC1 | -66.1 | -36.5 | -4.3 | -12.3 | -30.2 | -25.9 | 37.6 | -38.4 | -30.0 | 18.6 | -13.6
CC1(C)C2CCC1(CS(=O)(=O)N1CCC(C(=O)O)CC1)C(=O)C2 (stereo unspecified) | -5.0 | 3.9 | 2.9 | 1.3 | 16.3 | -23.2 | -13.8 | 12.3 | -19.8 | -2.1 | 12.6
O=C(NNC(=O)c1ccncc1)NC1CCCCC1 | 8.7 | -6.7 | -4.5 | 1.9 | 9.1 | 2.1 | 1.6 | 18.6 | -4.8 | 0.5 | 1.3
CC1CCC2(CC1)NC(=O)N(CC(=O)N1CC(C)CC(C)C1)C2=O (stereo unspecified) | 13.8 | 0.7 | -7.1 | -0.2 | -1.7 | 5.4 | -0.9 | 18.6 | -3.1 | -2.3 | 18.4
COC(=O)c1sccc1NC(=O)c1cccc(OC)c1 | -40.0 | 10.6 | -8.7 | -0.1 | -5.0 | -21.4 | -0.8 | -16.7 | 10.7 | -7.4 | -2.8
CN1CCN(c2ccc(CNS(=O)(=O)c3cccc(F)c3)cc2)CC1 | -16.2 | -12.5 | 8.0 | -3.8 | 1.0 | -0.8 | 3.5 | 14.3 | 7.4 | 2.6 | -0.2
Cc1ccc(/C(O)=C2/C(=O)C(=O)N(Cc3cccnc3)C2c2ccccn2)cc1 (stereo unspecified) | -11.0 | -16.2 | -18.7 | 5.5 | -57.6 | 2.1 | 11.1 | 2.0 | 18.9 | -2.4 | -11.6
Cc1ccc2c(c1)N(CC(=O)NC1CCCCC1)C(=O)c1cccnc1O2 | -30.4 | -34.6 | -5.1 | 0.3 | -15.7 | -21.4 | 23.2 | 5.8 | -5.4 | -12.6 | -9.2
CCC(=O)c1ccc(OCC(=O)Nc2ccccc2C(=O)NC2CC2)cc1 | -6.4 | -7.7 | 9.5 | -0.4 | 12.7 | -12.7 | 1.3 | 10.6 | -5.0 | 1.4 | 7.9
COC(=O)C(O)(CC(=O)Nc1ccc(OC(F)(F)F)cc1)C(F)(F)F (stereo unspecified) | -12.5 | 3.5 | 2.4 | 0.2 | 8.8 | 11.9 | -8.9 | 11.1 | 8.8 | 16.6 | -5.5
COc1ccc(S(=O)(=O)N(C)c2ccc(C(=O)NCC3CCCO3)cc2)cc1 (stereo unspecified) | -16.0 | -4.9 | -6.6 | -15.6 | -0.1 | 1.2 | -18.4 | 6.4 | 6.9 | -12.7 | -3.3
Cc1cccc(NC(=O)CSc2nnc(NC(=O)C3CC3)s2)c1C | -0.4 | -13.2 | 2.8 | 2.2 | 4.3 | 28.0 | 6.2 | -13.2 | 11.2 | -15.4 | -3.2
O=C(COC(=O)CNC(=O)c1ccc(Cl)cc1Cl)NC(=O)NCc1ccccc1 | 15.2 | -4.1 | -8.8 | 0.4 | 5.0 | -8.3 | -11.2 | 19.7 | 29.0 | -7.9 | 7.1
CN(CC(=O)NCc1cccs1)S(=O)(=O)c1cccc2nsnc12 | 19.0 | 0.7 | 4.9 | 0.4 | 18.2 | 10.6 | 12.1 | -3.8 | -3.5 | -26.0 | -5.4
Cc1ccc(OC2CCN(C(=O)[C@H]3O[C@@H](n4cnc5c(N)ncnc54)[C@H](O)[C@@H]3O)CC2)cc1 | 12.3 | -5.3 | -2.5 | · | 3.2 | 4.0 | 7.0 | 19.1 | 0.6 | -2.8 | 0.3
CCc1nnc(NC(=O)c2cc(-c3ccco3)nc3ccccc23)s1 | -17.1 | 17.1 | 4.9 | 1.7 | -1.5 | -6.6 | -21.6 | 1.8 | 11.4 | -20.9 | -3.5
Cc1cccc(-n2c(CNC(=O)c3ccc(S(=O)(=O)N4CCCCC4)cc3)n[nH]c2=S)c1 | -5.3 | -12.2 | 0.3 | -2.4 | 3.0 | -18.5 | 12.3 | -35.0 | -21.0 | -2.7 | 4.1
CCN(CC)C(=O)C1CCCN(c2ncnc3c2cnn3-c2cccc(C)c2)C1 (stereo unspecified) | 37.3 | 50.3* | 1.8 | 15.7 | 36.7 | 15.7 | 3.9 | 1.1 | 25.3 | 3.5 | -1.3

Screening results as filed in PubChem.

No enrichment for hits; about 4.2% have a hit in one of these screens.
